High-throughput results deposited in PubChem by several laboratories.
dFosB act: mouse delta FosB homodimer activation; AID 493131; purified delta FosB, TAMRA-CDK5 oligo fluorescence polarization; percent of positive-control signal above neutral wells; activation, % at 25 µM; 340,000 compounds, 0.99% hits; P13346;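 active = mean activation above about 17%, with every replicate also reaching it, limit read from the data, passing the limit was not always enough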;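 also: fluorescence polarization rise as delta FosB binds a TAMRA Cdk5 AP-1 oligo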
SUMO Mot1 rescue: SUMOylation pathway inhibition by Mot1-301 growth rescue; S. cerevisiae Mot1-301 growth rescue, ATP luminescence, 38.5C; percent above DMSO median, 100 means doubled; AID 2716; 320,000 compounds, 1% hits; growth rescue, % at 18.8 µM;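 active = every valid replicate shows activation above 250% relative to neutral control wells; inactive = the rest, any valid replicate at or below 250%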;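 also: OY570 slx delta 5 strain wells were the positive control but not used for scaling; some compounds called inactive have numbers as strong as hits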
PKA-R1A activ: activates the PKA-R1A holoenzyme complex; 340,000 compounds, 0.083% hits; PKA-R1A dissociation, Cy5-IP20 fluorescence polarization; scaled: DMSO 0%, 113 µM cGMP 100%; activation, % at 11.4 µM; P00514+P68181;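 active = percent activation above the mean of all tested compounds plus 3 SD, cut at about 19% in these data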;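 also: higher means more PKAc released from R1A so a rise in polarization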
MITF TRPM1 HTS: increases MITF-driven TRPM1 promoter luciferase signal. AID 588334. activation, % at 12.5 µM. SK-MEL-5 TRPM1-promoter luciferase, 24 h; % of positive control, neutral wells = 0. 300,000 compounds, 0.75% hits;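 active = mean activation of at least 80% with every replicate also reaching 80%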;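 also: 0% = neutral control wells and 100% = parthenolide positive control wells; values of inactives mirror those of a sister screen read the other way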
SR-BI DiI-HDL act: enhances SR-BI lipid uptake from DiI-HDL; 320,000 compounds, 0.096% hits; activation, % at 12.5 µM; CHO ldlA[mSR-BI] cells, DiI-HDL uptake fluorescence, 3 h; 100 = double the neutral-control signal; AID 504775;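 active = mean replicate activation of at least 60% and every replicate at or above 60%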;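 also: 0% = median plate neutral-control signal and 100% = twice that signal; values of inactives mirror those of a sister screen read the other way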
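Assay system: CHO ldlA[mSR-BI] cells, LDL receptor-null, SR-BI overexpressing; medium: Ham's F12 with 0.5% BSA, HEPES 25 mM, pH 7.4; also added: DiI-HDL 10 µg/mL; timing: 3 h uptake period with compound, 37 °C; signal: DiI fluorescence, bottom read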
Arrestin-AP2 inh: inhibitors of human beta-arrestin and AP2 interaction | AID 504490 | inhibition, % at 10 µM | FITC-arrestin peptide / GST-AP2 beads, flow cytometry; AP2 beta2 appendage carries R879A mutation | 340,000 compounds, 0.31% hits;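 active = inhibition above a set limit, near 3 SD of compounds lacking own fluorescence, cut at about 54% in these data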;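 also: plate controls were DMSO wells for no effect and 5 µM unlabelled arrestin peptide for full effect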
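Assay system: GST-AP2 R879A bound to glutathione beads, E. coli-expressed; Medium: PBS with 0.05% Tween 20 and 0.1% BSA; Also added: fluorescein-tagged arrestin peptide at 50 nM final; Timing: 12 min plus 1 h, RT; Measured by: flow cytometry, FL1 (488/535 nm); Evaluation: percent drop in bead-associated FITC signal.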
Pemphigus Ab inh: human desmoglein-3 autoantibody binding inhibition | P32926 | DSG3-coupled beads, scFv-anti-DSG3-GFP binding, flow cytometry; hits give low values | binding (percent of control), % at 10 µM | 310,000 compounds, 0.48% hits | AID 588358;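 active = binding more than 3 SD below its plate's average and above zero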;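 also: hits lower antibody fragment binding to DSG3; some compounds called inactive have numbers as strong as hits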
Target sequence (P32926 whole entry, looked up, the tested form may be a part): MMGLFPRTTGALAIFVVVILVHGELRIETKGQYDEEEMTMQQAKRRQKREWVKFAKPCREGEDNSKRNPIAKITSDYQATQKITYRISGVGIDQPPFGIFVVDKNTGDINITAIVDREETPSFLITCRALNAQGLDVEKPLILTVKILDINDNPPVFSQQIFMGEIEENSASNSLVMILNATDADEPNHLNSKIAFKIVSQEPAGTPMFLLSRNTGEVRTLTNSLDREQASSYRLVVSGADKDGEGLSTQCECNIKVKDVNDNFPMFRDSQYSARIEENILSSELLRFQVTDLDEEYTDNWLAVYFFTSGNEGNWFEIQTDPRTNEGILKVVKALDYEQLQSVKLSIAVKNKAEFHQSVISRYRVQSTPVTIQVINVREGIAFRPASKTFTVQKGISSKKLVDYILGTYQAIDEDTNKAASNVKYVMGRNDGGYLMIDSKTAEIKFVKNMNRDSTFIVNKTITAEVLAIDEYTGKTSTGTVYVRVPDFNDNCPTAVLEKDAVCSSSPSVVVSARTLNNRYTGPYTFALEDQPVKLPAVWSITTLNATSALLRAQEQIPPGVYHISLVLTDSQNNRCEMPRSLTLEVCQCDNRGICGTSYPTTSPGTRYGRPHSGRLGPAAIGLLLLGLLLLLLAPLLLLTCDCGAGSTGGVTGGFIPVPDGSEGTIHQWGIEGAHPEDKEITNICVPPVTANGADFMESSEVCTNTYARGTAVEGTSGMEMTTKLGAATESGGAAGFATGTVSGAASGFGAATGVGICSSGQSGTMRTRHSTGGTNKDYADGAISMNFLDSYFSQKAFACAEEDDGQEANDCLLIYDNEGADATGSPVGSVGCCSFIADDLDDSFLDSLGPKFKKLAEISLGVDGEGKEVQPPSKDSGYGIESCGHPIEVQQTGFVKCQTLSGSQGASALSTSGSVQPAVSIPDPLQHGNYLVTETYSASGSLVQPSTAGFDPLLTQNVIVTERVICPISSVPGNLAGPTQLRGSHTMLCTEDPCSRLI
PKA-R2B act: PKA-R2B complex activation; P22694+P31323; PKA-R2B holoenzyme dissociation, Cy5-IP20 fluorescence polarization; R2B truncated from residue 108, S112A mutant; 0% DMSO only, 100% 113 µM cGMP; activation, % at 11.4 µM; 340,000 compounds, 0.079% hits;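 active = activation above a cutoff set at the mean over all compounds plus 3 SD, cut at about 18% in these data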;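 also: higher means more holoenzyme dissociation and a rise in polarization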
SR-BI HDL uptake: inhibitors of mouse SR-BI mediated HDL lipid uptake | Q61009 | ldlA[mSR-BI] CHO cells, DiI-HDL uptake fluorescence, 3 h | AID 488896 | 320,000 compounds, 0.96% hits | inhibition, % at 12.5 µM;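 active = mean replicate inhibition of at least 70% and a set share of replicates each scoring 70 or more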;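 also: 0% = median of neutral control wells and 100% = median of positive control wells; values of inactives mirror those of a sister screen read the other way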
CDK5 p35 inh: CDK5/p35 (human) kinase inhibition | Q00535+Q15078 | inhibition, % at 10 µM | AID 488839 | 330,000 compounds, 0.01% hits | Recombinant CDK5/p35, ADP-Glo luminescence, 60 min;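 active = highest replicate inhibition of at least 50% and at least 75% of replicates reaching 50%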;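 also: plate controls were DMSO neutral control for no effect and GW8510 at 10 µM for full effect; many of its hits are not listed in these tables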
NSD2 HMT inh: inhibitors of human histone methyltransferase NSD2; O96028; NSD2 peptide methylation, AlphaScreen, 120 min; inhibition, % at 12.5 µM; 310,000 compounds, 0.54% hits; in the data active = inhibition above about 50%
An asterisk follows results filed as active; / = not tested or not shown.

Molecule | dFosB act | SUMO Mot1 rescue | PKA-R1A activ | MITF TRPM1 HTS | SR-BI DiI-HDL act | Arrestin-AP2 inh | Pemphigus Ab inh | PKA-R2B act | SR-BI HDL uptake | CDK5 p35 inh | NSD2 HMT inh
CCC1(CC)C(=O)C2=C3C1[C@H](C(=O)OC)C=C(C(=O)OC)C[C@H]3[C@H]1C(=O)NC(=O)[C@H]1[C@H]2C (stereo partly drawn) | 2 | 4 | 9 | 0 | 5 | 6 | 103 | -17 | -5 | -1.2 | /
O=C(COc1ccc(S(=O)(=O)N2CCCC2)cc1)NCCC1=CCCCC1 | -7 | 47 | 11 | -4 | -2 | -3 | 97 | 6 | 2 | 0.6 | -1
O=C(C[n+]1ccccc1)N/N=C/c1ccco1 | 4 | -25 | / | 2 | 17 | 0 | 104 | / | -17 | -0.8 | -4
O=c1[nH]c(SCc2ccccc2)nnc1-c1ccccc1 | -1 | 56 | -8 | / | 14 | 3 | 95 | -7 | -14 | -0.6 | -3
CC(Sc1nnc(C2CC2)n1C1CC1)C(=O)N(C)Cc1cccc(F)c1 (stereo not drawn) | -3 | 0 | -10 | 8 | -6 | 15 | 99 | 5 | 6 | -1.9 | -2
COc1ccc(C2C3=C(CC(C)(C)CC3=O)Oc3ncn(Cc4ccco4)c(=N)c32)cc1 (stereo not drawn) | 5 | 13 | -10 | -10 | 4 | 22 | 101 | -12 | -4 | 2.9 | 3
CC1CN(S(=O)(=O)c2ccc(C(=O)OCc3ccc(C#N)cc3)cc2)CC(C)O1 (stereo not drawn) | 1 | -3 | -4 | -6 | 14 | 0 | 100 | -4 | -14 | 0.7 | 2
COc1ccc(-c2ccc(-c3noc(-c4ccco4)n3)c(OC)n2)cc1 | 8 | -9 | -5 | 54 | -12 | -2 | 97 | -7 | 12 | 1.1 | 1
CC(=O)Nc1ccc(S(=O)(=O)N=S(C)C)cc1 | -11 | -2 | -11 | / | 27 | 12 | 102 | -10 | -27 | -0.7 | -1
O=C(Nc1ccccn1)c1ccc2c(=O)n3c(nc2c1)CCCCC3 | -9 | -19 | -11 | 14 | -33 | 5 | / | -9 | 33 | 4.0 | 61*
NC(=O)c1ccc(-n2nnnc2SCC(=O)Nc2ccc(N3CCOCC3)c(Cl)c2)cc1 | -1 | -16 | -3 | -5 | 10 | -5 | 84 | 1 | -10 | 0.9 | 3
Cc1c(O)cc2n(c1=O)-c1ccc(Cl)cc1C2(C)C | -2 | 9 | -12 | / | -6 | 12 | 95 | 11 | 6 | 0.8 | 1
CCCc1[nH]nc2c1C1(C(=O)N(CC)c3ccccc31)C(C#N)=C(N)O2 (stereo not drawn) | -1 | -1 | 1 | -3 | 5 | 23 | 99 | -9 | -5 | -1.6 | 0
C=CCn1c(C)cc(C(=O)CSc2ccc(NC(C)=O)cc2)c1C | 4 | 5 | 0 | 24 | 7 | -7 | 105 | -17 | -7 | 0.9 | 3
CCn1c(N)c(C(=O)NCCCOC)sc1=S | -1 | 253 | -10 | -5 | -7 | -10 | 104 | 2 | 7 | -0.1 | -4
CCc1ccccc1NS(=O)(=O)c1ccc(SC)cc1 | 1 | 246 | -6 | -7 | -6 | 3 | 114 | -6 | 6 | 0.7 | -7
COc1ccc(N(C)S(=O)(=O)c2cccc(C(=O)NC3CCCCCC3)c2)cc1 | -8 | -6 | -18 | -15 | 4 | 8 | 104 | 1 | -4 | -0.4 | -5
NC(=O)Nc1ccc(C(=O)OCC(=O)N2CCc3ccccc3C2)cc1 | -9 | 7 | -7 | 4 | -22 | -2 | / | -3 | 22 | -0.8 | -1
S=C1CCSc2ccc(Cl)cc2N1 | 9 | / | -4 | -4 | 28 | 8 | 98 | -2 | -28 | 0.0 | 1
COc1ccc(CNC(=O)CSc2nnc(C(F)(F)F)n2C)cc1 | -9 | -9 | 2 | 2 | -7 | 6 | 101 | -2 | 7 | 2.2 | 0
Cc1cccc(NCc2nnc(-c3ccccc3)o2)c1C | 1 | -7 | 5 | 17 | 18 | 3 | 114 | -6 | -18 | 0.1 | 5
C[C@H]1CN([C@@H](C)CO)C(=O)Cc2cc(NS(=O)(=O)c3cccs3)ccc2O[C@H]1CN(C)S(=O)(=O)c1cn(C)cn1 | -4 | -1 | -11 | -1 | 11 | 1 | 114 | 2 | -11 | -0.5 | /
CCOC(=O)c1sc(NC(=O)c2ccc3ncsc3c2)nc1C | 3 | -7 | -6 | / | -57 | 19 | 93 | -6 | 57 | 0.6 | /
COCCNC(=O)C(c1ccc(Cl)cc1)N(CCOC)C(=O)CCC(=O)Nc1ccccn1 (stereo not drawn) | -4 | 3 | -6 | 2 | 8 | -1 | 105 | -3 | -8 | -1.9 | 0
Cc1nn(-c2ccccc2)c(C)c1C(=O)OC(C)C(=O)NC1CCCCC1 (stereo not drawn) | -4 | 14 | 4 | -9 | -19 | -8 | 94 | 12 | 19 | 0.3 | -1
CCc1nn(CC(=O)NCCCN2CCc3ccccc3C2)c(=O)c2cc3sccc3n12 | 3 | 38 | -1 | -12 | -51 | 8 | 116 | -1 | 51 | 0.7 | /
CCC1CCCCN1CCCNC(=O)Cn1c2ccccc2c2nc(=O)cc(C)n21 (stereo not drawn) | -14 | 8 | 8 | 0 | 10 | 26 | 108 | -1 | -10 | 1.9 | -3
CN(C)S(=O)(=O)c1ccc(Cl)c(NC(=O)COC(=O)CC(NC(N)=O)c2ccc(Cl)cc2)c1 (stereo not drawn) | -7 | 71 | -5 | -3 | -14 | 2 | 91 | 12 | 14 | 0.4 | -3
O=C(CC(c1ccccc1)c1ccccc1)OCn1nnc2ccccc2c1=O | -2 | -5 | 5 | / | 25 | -1 | 102 | -14 | -25 | -2.0 | -2
O=C(Nc1cccc(Cl)c1)c1nc[nH]c1C(=O)N1CCN(c2ccccc2)CC1 | 4 | -3 | -6 | -6 | 21 | -2 | 103 | 2 | -21 | 1.2 | /
O=C(COC(=O)C1=COCCO1)Nc1ccc(OC(F)F)cc1 | -2 | 21 | -6 | -6 | 13 | 46 | / | 1 | -13 | 0.9 | -3
COCC(=O)Oc1c(S(=O)(=O)c2ccc(C)cc2)c(C)nn1-c1ccccc1 | 14 | -14 | 0 | -8 | 13 | 8 | 116 | -11 | -13 | 0.2 | 4
Cc1cc(C)c(C)c(S(=O)(=O)N2CCN(C(=O)CCC(=O)N3CCOCC3)CC2)c1C | -4 | -2 | -13 | -8 | / | -3 | 93 | 3 | / | -0.6 | /
Cc1ccsc1/C=C(/C#N)C(=O)NCc1ccccc1 | -4 | -5 | -6 | 11 | 6 | 4 | 118 | -1 | -6 | -1.9 | -3
Cc1cccc(CCNC(=O)Cc2ccc(NC3=NC4CS(=O)(=O)CC4S3)cc2)c1 (stereo not drawn) | 0 | -22 | -8 | / | 21 | -7 | 92 | -4 | -21 | -1.6 | /
COC(=O)CNC(=O)c1cccc(F)c1 | 7 | -6 | -1 | -9 | 10 | 3 | 97 | -3 | -10 | -2.2 | 7
O=C(N/N=C/c1cnc(N2CCCCC2)s1)c1ccc(Cl)cc1 | 0 | -16 | -4 | 6 | 3 | 2 | 95 | -14 | -3 | 0.5 | -2
CC1Cc2nc(SCC(=O)Nc3ccccc3F)n(C)c(=O)c2S1 (stereo not drawn) | 5 | 2 | -1 | / | -27 | 1 | 95 | -7 | 27 | 0.0 | 3
Cn1c(=O)[nH]c(=O)c2c1nc(N1CCNCC1)n2Cc1ccccc1Cl | 0 | 10 | -15 | / | -10 | -17 | 118 | -2 | 10 | 0.2 | 1
Cc1ccc(S(=O)(=O)Nc2ccc(Cl)cc2C(=O)c2ccc(F)cc2)cc1 | -13 | 12 | -5 | 1 | 29 | -22 | 103 | -8 | -29 | 0.3 | 5
CC(c1ccccc1)C(OC(=O)c1cccc([N+](=O)[O-])c1C(=O)O)c1ccccc1 (stereo not drawn) | 12 | / | -4 | -6 | -3 | -20 | 110 | -7 | 3 | -1.7 | 0
COc1ccc(Cl)cc1NC(=O)CN(C)Cc1ccc(OC)c(OC)c1 | -11 | -6 | -8 | -5 | -30 | -9 | 122 | -4 | 30 | -3.6 | 1
COc1ccc(Cl)cc1NC(=S)N1CCN(c2ccccn2)CC1 | -3 | 2 | -4 | 5 | -27 | -8 | 98 | 17 | 27 | -2.1 | -7
CC1(N2CCCCC2)C(=O)c2ccccc2C1=O | 3 | 40 | 3 | -3 | 33 | -3 | 87 | 0 | -33 | -0.9 | 3
COc1ccc(NC(=O)NCCCN2CCC(Cc3ccccc3)CC2)cc1 | -2 | 7 | -1 | 21 | / | -5 | 98 | 11 | / | -0.2 | 3
CN1C(=O)/C(=C\c2ccco2)N=C1c1ccc(Cl)cc1Cl | -5 | 5 | -1 | -7 | -10 | 31 | 111 | -11 | 10 | 0.6 | 26
O=C(NCC1CCCO1)C1CC(c2ccc(Cl)c(Cl)c2)=NO1 (stereo not drawn) | -7 | 870* | 0 | 5 | -9 | -9 | 108 | -15 | 9 | -0.6 | 16
O=C(CSc1ccccc1)N1CCCC(N2CCN(c3ccc(F)cc3)CC2)C1 (stereo not drawn) | -5 | -2 | 14 | -7 | -19 | 49 | 100 | -1 | 19 | -0.6 | 8
CS(=O)(=O)Nc1ccccc1C(=O)OCC(=O)N1CCC(c2ccccc2)=N1 | -5 | -4 | 11 | 6 | -9 | -4 | 99 | -8 | 9 | -1.2 | -1
Cc1ccc(C(=O)N(CCC2=CCCCC2)c2c(N)n(Cc3ccccc3)c(=O)[nH]c2=O)o1 | 1 | -17 | -3 | 0 | -5 | -3 | 97 | -3 | 5 | 0.8 | 0
CC12CN3CC(C)(CN(C1)C3c1ccc(Br)cc1)C2=O (stereo not drawn) | 1 | 9 | -5 | 12 | 40 | -8 | 100 | -1 | -40 | -0.7 | -1
